# SIAE inh: human SIAE inhibitors, primary screen, biochemical, fluorescence polarization, FP-Rh probe, 1536-well HTS. Sialate O-acetylesterase (Homo sapiens), Q9HAT2. SIAE FP-Rh probe binding. inhibition, % at 9.66 µM. hit rate 0.69% among 370,000. AID 1053197, 2014;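 active means inhibition above a cutoff: mean of compounds within the control limits plus 3 SD of those, cut at about 17% in these data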;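 further: 0% = plate median of compound wells and 100% = probe without SIAE protein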
# rCAG RNA binder: binders of r(CAG) RNA repeats, primary screen, biochemical, fluorescence | r(CAG) RNA repeat, TO-PRO-1 dye displacement fluorescence | inhibition, % at 3 µM | hit rate 1.3% among 370,000;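 active means inhibition above the plate cutoff, the mean of all test compounds on that plate plus 3 SD, cut at about 35% in these data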;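 further: 0% = DMSO alone and 100% = 100 µM mitoxantrone as full dye displacement; higher means more dye released from RNA so lower well fluorescence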
# TDP2 inh: human TDP2 enzyme inhibitors, primary screen, biochemical, epi absorbance, recombinant enzyme; T5PNP hydrolysis, p-nitrophenol absorbance 415 nm; inhibition, % at 12.8 µM; hit rate 0.34% among 370,000; AID 720702, 2013;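 active means inhibition above the mean of all tested compounds plus 3 SD, set per campaign, cut at about 25% in these data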;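 further: 0% = DMSO with enzyme and 100% = buffer with substrate but no TDP2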
# Target sequence (O95551 whole entry, looked up): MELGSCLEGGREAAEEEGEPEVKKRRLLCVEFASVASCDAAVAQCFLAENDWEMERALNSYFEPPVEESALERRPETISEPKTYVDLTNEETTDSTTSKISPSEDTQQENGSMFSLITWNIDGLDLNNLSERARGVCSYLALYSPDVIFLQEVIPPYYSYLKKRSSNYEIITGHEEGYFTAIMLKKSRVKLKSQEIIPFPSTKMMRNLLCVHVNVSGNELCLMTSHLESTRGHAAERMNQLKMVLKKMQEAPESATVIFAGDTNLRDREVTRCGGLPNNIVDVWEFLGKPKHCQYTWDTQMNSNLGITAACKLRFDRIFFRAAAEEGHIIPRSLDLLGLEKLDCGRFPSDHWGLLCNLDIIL
#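 Assay system: Recombinant human TDP2 | Quantity: 120 nM TDP2 per well | Incubation: 2 h at 37 °C | Signal: Epi absorbance | Evaluation: Percent inhibition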
# PG9 Ab binder: binders of HIV-1 gp120 antibody PG9, primary screen, biochemical, TR-FRET | TR-FRET gp120-PG9 antibody binding | AID 624416, 2012 | hit rate 0.43% among 360,000 | inhibition, % at 6.7 µM | HIV-1 gp120 / PG9 antibody interaction; in the data active means inhibition above about 8.5%
# Rev-erbA mod: modulators of Rev-erb alpha DNA binding, primary screen, biochemical, FITC-DNA, fluorescence polarization, uHTS; Nuclear receptor subfamily 1 group D member 1 (Homo sapiens), P20393; Rev-erbα–FITC-DNA binding, 90 min; activity, % at 10 µM; hit rate 0.79% among 370,000; AID 1259318, 2017;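 active means activity above about 14%, limit read from the data; passing the limit was not always enough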;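 further: 0% = DMSO wells with 35 nM protein and 100% = DMSO wells with 750 nM protein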
# ABHD4 inh: ABHD4 inhibitors, primary screen, biochemical, fluorescence polarization, mouse; hit rate 0.54% among 370,000; purified mABHD4, FP-Rh probe fluorescence polarization; inhibition, % at 8.92 µM;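 active means inhibition exceeding the mean over every tested compound plus 3 SD, cut at about 30% in these data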;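 further: 0% = plate median of compound wells and 100% = S159A mutant with DMSO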
#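 assay system = mABHD4 protein | compound dosing = single nominal dose of 8.92 µM, 0.89% DMSO final | read-out basis = percent inhibition of probe binding, normalized to plate controls | schedule = Enzyme–compound pre-incubation 45 min, then probe 60 min, both 25 °C | detection = fluorescence polarization, excitation 525 nm, emission 598 nm, BODIPY TMR filters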
# PRMT1 inh: PRMT1 methyltransferase inhibitors, primary screen, biochemical, fluorescence polarization; recombinant PRMT1, activity-based probe fluorescence polarization; inhibition, % at 2.79 µM; hit rate 1.3% among 370,000;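 active means inhibition above about 21% made by adding two undisclosed values, limit read from the data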
# HTRA1 inhibitor: HTRA1 serine protease inhibitors, primary screen, biochemical, fluorescence polarization, HTS; Q92743; recombinant HTRA1, FP-rhodamine activity-based probe; inhibition, % at 5.96 µM; hit rate 0.5% among 340,000; AID 504803, 2011; in the data active means inhibition above about 36%;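 further: 0% = enzyme with DMSO and 100% = wells lacking enzyme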
# Target sequence (Q92743 whole entry, looked up): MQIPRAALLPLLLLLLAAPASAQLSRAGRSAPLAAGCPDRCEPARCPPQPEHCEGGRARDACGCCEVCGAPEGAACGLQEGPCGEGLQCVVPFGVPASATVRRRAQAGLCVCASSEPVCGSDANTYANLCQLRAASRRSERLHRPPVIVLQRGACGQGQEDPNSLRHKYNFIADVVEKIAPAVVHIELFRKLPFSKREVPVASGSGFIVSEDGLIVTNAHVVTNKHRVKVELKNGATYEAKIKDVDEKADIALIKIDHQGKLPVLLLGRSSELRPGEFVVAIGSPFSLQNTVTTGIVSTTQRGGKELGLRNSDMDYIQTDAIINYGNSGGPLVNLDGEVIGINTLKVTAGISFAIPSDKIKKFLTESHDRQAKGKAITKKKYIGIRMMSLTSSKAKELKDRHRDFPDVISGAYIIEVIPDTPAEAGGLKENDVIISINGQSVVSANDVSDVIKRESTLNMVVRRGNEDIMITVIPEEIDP
# TCR CD3 inh: inhibitors of human TCR-CD3 interaction, primary screen, biochemical, fluorescence, TAMRA-labeled TCR probe; T-cell receptor (TCR); inhibition, % at 9.4 µM; hit rate 0.37% among 360,000; AID 651800, 2012; in the data active means inhibition above about 19%;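 further: recombinant mutant TCR 2C K166C tagged with TAMRA read by polarization; 0% = receptor in buffer alone and 100% = receptor with positive control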
# LEDGF integ inh: blockers of LEDGF/p75-dependent integrase strand transfer – biochemical, TR-FRET, high throughput, primary screen. TR-FRET IN-LEDGF/p75 DNA integration, Eu/Cy5. HIV-1 integrase (with human LEDGF/p75). inhibition, % at 3.7 µM. hit rate 0.64% among 370,000;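 active means inhibition above the screen-wide mean plus 3 SD, cut at about 13% in these data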;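 further: signal is the Cy5 over europium emission ratio at 671 and 618 nm; 0% = plate median of compound wells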
# * hit, by the source's call; nt = not tested or not shown. This is a subset; rates above refer to the full screens.
(1) Cc1ccc(N(CC(=O)Nc2cccc(C)c2)S(=O)(=O)c2cccc3nonc23)cc1
(2) COc1ccc(C(=O)NC(=S)N(C)C2CCCCC2)cc1Br
(3) O=S(=O)(c1ccc(-n2cnnn2)cc1)N1CCNCC1
(4) CC1(C)OC(=O)C(=CNn2cnc3ccccc3c2=O)C(=O)O1
(5) Cc1ccccc1Cn1ccc(NC(=O)c2onc(C)c2Cl)n1
(6) COC(=O)Cc1ccc(NC(=O)C(c2ccccc2)c2ccccc2)cc1
(7) COC(=O)[C@]1(Cc2ccccc2)N[C@H](c2ccc(-c3cccc(Cl)c3)c(OC)c2)[C@@H]2C(=O)N(C)C(=O)[C@@H]21
(8) Cc1cccc(Cn2cc(CN3CC(N(C)CCOC(=O)c4cc(C)cc(C)c4)CS3(=O)=O)nn2)c1 (configuration not stated)
assay / entry	1	2	3	4	5	6	7	8
SIAE inh	-10	1	3	13	-1	1	-7	3
rCAG RNA binder	5	-2	0	-2	-1	1	7	2
TDP2 inh	-8	-14	5	8	3	-1	-4	3
PG9 Ab binder	1.0	0.8	0.4	-0.9	-1.1	-2.7	-3.6	nt
Rev-erbA mod	2	-5	0	5	0	-8	25*	0
ABHD4 inh	-10	5	2	6	0	-10	-21	3
PRMT1 inh	2	-4	0	2	3	-3	2	0
HTRA1 inhibitor	-38	2	5	-2	-1	-14	-34	nt
TCR CD3 inh	-2	-3	-6	-1	4	9	1	nt
LEDGF integ inh	1	6	0	-2	-3	3	-3	-3

(9) CC(C)[C@H](NC(=O)N1CC(=O)Nc2ccccc21)C(=O)N[C@@H](Cc1c[nH]c2ccccc12)C(=O)O
(10) CSc1ccccc1C(=O)N1CCC2(CC1)CC(=O)c1ccccc1O2
(11) COc1cccc(C(C)(O)c2nc(-c3cccs3)cs2)c1 (configuration not stated)
(12) Cc1onc(-c2ccccc2Cl)c1C(=O)Nc1ccc(CN2CCCC2)cc1
(13) COc1ccc([N+](=O)[O-])cc1N(CC(O)CN(CC(C)C)CC(C)C)S(=O)(=O)c1ccccc1 (configuration not stated)
(14) COc1ccc(C2=Nc3ccccc3NC(=O)C2N(Cc2ccccc2)C(=O)C2=NNC(=O)CC2)cc1 (configuration not stated)
(15) COc1ccc2c(c1)CCc1c-2n[nH]c1C(=O)NCCC(C)C
(16) COc1ccc(NC(=O)N2CCN(c3nc(-c4cccc(OC)c4)cs3)CC2)cc1
assay / entry	9	10	11	12	13	14	15	16
SIAE inh	2	6	1	5	-3	7	-6	5
rCAG RNA binder	4	-7	1	3	-2	11	0	9
TDP2 inh	3	11	-6	8	-2	-1	-7	-8
PG9 Ab binder	-0.9	0.6	-1.2	-0.1	0.5	-1.2	-2.0	0.5
Rev-erbA mod	-4	9	-1	4	3	-2	3	0
ABHD4 inh	1	5	-13	3	2	0	-1	-1
PRMT1 inh	-1	3	-3	-1	-1	4	-4	2
HTRA1 inhibitor	5	7	nt	-3	-22	nt	-18	-22
TCR CD3 inh	6	6	0	2	-4	-6	9	-1
LEDGF integ inh	-1	-3	0	2	4	0	-3	-5

(17) Clc1cccc(Nc2nc(N3CCOCC3)nc(N3CCOCC3)n2)c1
(18) Cc1ccc(F)cc1-c1cc(C(=O)NCc2cc(C(F)(F)F)cc(C(F)(F)F)c2)[nH]n1
(19) CC(C)(C)c1csc(NC(=O)c2c(F)c(F)c(F)c(F)c2F)n1
(20) COc1ccc2nc(N3CCC(O)CC3)c(C#N)cc2c1
(21) CCOc1ccc2nc(CN3CCN(Cc4ccsc4)C(CCO)C3)ccc2c1 (configuration not stated)
(22) Cc1cccc(OCCn2ccnc2)c1C
(23) COC(=O)c1cnc(Oc2ccc(NC(=O)NC(=O)c3ccccc3Cl)cc2)cc1C(F)(F)F
(24) Cc1cccc(NC(=S)NC(=O)CCc2ccccc2)c1C
assay / entry	17	18	19	20	21	22	23	24
SIAE inh	0	-15	-7	1	3	-6	-15	-4
rCAG RNA binder	-1	-1	-5	1	-7	-4	3	-9
TDP2 inh	-11	5	-8	6	6	8	-22	-14
PG9 Ab binder	-1.0	0.0	0.8	0.3	-0.4	0.3	-1.1	-1.8
Rev-erbA mod	-3	-3	-11	5	-2	7	1	-2
ABHD4 inh	1	-26	-4	-4	0	2	-9	-7
PRMT1 inh	2	-4	2	6	0	1	-2	-1
HTRA1 inhibitor	9	nt	-4	2	-10	-15	1	-10
TCR CD3 inh	-1	-8	-3	9	4	-7	4	-1
LEDGF integ inh	-5	4	-3	0	1	0	0	-4

# Limited to SIAE inh, for some of the entries so far:
no. | SMILES | SIAE inh
6 | COC(=O)Cc1ccc(NC(=O)C(c2ccccc2)c2ccccc2)cc1 | 1
1 | Cc1ccc(N(CC(=O)Nc2cccc(C)c2)S(=O)(=O)c2cccc3nonc23)cc1 | -10
16 | COc1ccc(NC(=O)N2CCN(c3nc(-c4cccc(OC)c4)cs3)CC2)cc1 | 5
12 | Cc1onc(-c2ccccc2Cl)c1C(=O)Nc1ccc(CN2CCCC2)cc1 | 5

# (continued)
(25) CCN(CC(=O)Nc1ccc(NC(C)=O)cc1)C(=O)c1c(C)nn(Cc2ccc(C)cc2)c1Cl
(26) C/C(=N\NC(=O)OC(C)(C)C)c1cccc([N+](=O)[O-])c1
(27) COc1ccc(C(C)=O)cc1COc1nc(C)nc2ccccc12
(28) COc1cc(NC(=O)c2cc3c(=O)n(C)c4ccccc4c3n2C)cc(OC)c1OC
(29) CC(CO)NCC12CC3CC(CC(C3)C1)C2 (configuration not stated)
(30) S=C(NCCc1c[nH]c2ccccc12)NC1CC1
(31) CCS(=O)(=O)N1CCC(C(=O)NCCC2=CCCCC2)CC1
(32) Cc1c(C(=O)Nc2ccc(Cl)cn2)oc2ccccc12
assay / entry	25	26	27	28	29	30	31	32
SIAE inh	-9	7	0	5	5	-1	1	-1
rCAG RNA binder	-7	1	0	5	0	1	1	3
TDP2 inh	-9	4	3	5	-2	6	9	-13
PG9 Ab binder	-0.2	1.1	0.5	0.4	-1.1	0.5	-0.6	-1.4
Rev-erbA mod	0	-5	0	1	nt	-1	-4	-5
ABHD4 inh	-15	1	-2	-2	0	3	-2	0
PRMT1 inh	8	-2	-2	-3	-5	0	2	0
HTRA1 inhibitor	8	0	3	-4	12	-10	7	1
TCR CD3 inh	-4	3	5	10	1	-3	0	-3
LEDGF integ inh	-7	-1	0	-1	0	-3	2	2

(33) COc1ccc(C(C(=O)NC2CCCC2)N(C(=O)c2csnn2)C2CC2)cc1 (configuration not stated)
(34) Cc1ccc(S(=O)(=O)N2CCN(C(=O)CSc3ccccn3)CC2)c(C)c1
(35) Cc1ccc(C(OCC(O)CN2CCCCC2)c2ccccc2)cc1 (configuration not stated)
(36) CN(CCC1CCCCO1)C(=O)c1cc(COc2ccc(F)cc2F)on1 (configuration not stated)
(37) COC(=O)CCC(=O)N1CCCC(C(=O)c2cc(F)ccc2F)C1 (configuration not stated)
(38) CC(=O)c1c(O)c(C)c(O)c2c1OC1=Cc3c(c(C)nn3C)C(=O)C12C (configuration not stated)
(39) OCC[C@@H]1C[C@H](O)[C@@H](O)[C@@]2(Cc3ccccc3O2)O1
(40) COc1ccc(Br)cc1/C=N/NC(=O)c1cccnc1
assay / entry	33	34	35	36	37	38	39	40
SIAE inh	0	-2	0	11	-3	0	8	15
rCAG RNA binder	-1	-5	2	-8	-4	6	5	-1
TDP2 inh	-6	-14	-16	3	-3	11	5	2
PG9 Ab binder	0.4	-1.0	1.8	0.1	-0.6	1.1	-3.2	-1.6
Rev-erbA mod	0	3	-2	2	0	-8	-2	-6
ABHD4 inh	-8	3	14	-7	6	-4	7	-4
PRMT1 inh	-2	3	4	-5	-3	-1	-2	-4
HTRA1 inhibitor	-2	-2	-7	-4	3	-2	-3	1
TCR CD3 inh	3	8	-4	5	2	4	5	-2
LEDGF integ inh	0	-2	-1	3	3	-2	2	0

# The list goes on, overlapping the part above by three compounds.
(38) CC(=O)c1c(O)c(C)c(O)c2c1OC1=Cc3c(c(C)nn3C)C(=O)C12C (configuration not stated)
(39) OCC[C@@H]1C[C@H](O)[C@@H](O)[C@@]2(Cc3ccccc3O2)O1
(40) COc1ccc(Br)cc1/C=N/NC(=O)c1cccnc1
(41) CC1(C(=O)NS(=O)(=O)c2cccc(C#N)c2)CCN1C(=O)CC1CC1 (configuration not stated)
(42) CCC(C)NC(=O)CSc1nc2scc(-c3ccccc3)c2c(=O)[nH]1 (configuration not stated)
(43) Cc1ccccc1C(=O)N1CCC[C@H]1C(=O)N1CCC[C@H]1C(=O)NCc1ccccn1
(44) C#CCCCN([C@H](C(=O)OC)C(C)C)S(=O)(=O)c1ccccc1Br
(45) CC(=O)c1cc(CC=C(C)C)c(O)c(CC=C(C)C)c1O
(46) CC(C)c1ccc(/C=C/C(=O)NCc2ccc(S(N)(=O)=O)cc2)cc1
(47) CCOC(=O)c1c(C)oc2ccc(O)c(CN3CCCCC3)c12
(48) CC1CCN(S(=O)(=O)c2ccc3c(c2)NC(=O)CS3)CC1
(49) CN(C(=O)c1c(Br)cnn1C)C12CC3CC(CC(C3)C1)C2
(50) O=C1NC[C@H](c2ccccc2)N(CCc2cccc3ccccc23)C1=O
(51) CCOC(=O)N1CCC(N2CCN(CCC(C)C)C(CCO)C2)CC1 (configuration not stated)
assay / entry	38	39	40	41	42	43	44	45	46	47	48	49	50	51
SIAE inh	0	8	15	0	-3	-3	-3	4	1	-2	-8	-5	4	-4
rCAG RNA binder	6	5	-1	2	14	0	0	-3	9	2	1	-2	-4	-6
TDP2 inh	11	5	2	5	-5	-3	-18	-9	6	2	-12	13	0	-4
PG9 Ab binder	1.1	-3.2	-1.6	0.6	1.4	2.5	nt	-1.4	0.3	-2.0	-0.7	-0.6	-0.6	0.5
Rev-erbA mod	-8	-2	-6	0	-3	6	-8	-1	-3	-4	3	-5	-8	-1
ABHD4 inh	-4	7	-4	-1	-5	-1	-15	-1	-4	1	-6	8	-2	2
PRMT1 inh	-1	-2	-4	0	1	6	-6	2	-3	0	-2	-1	-1	1
HTRA1 inhibitor	-2	-3	1	nt	-11	nt	nt	-19	-15	-6	-4	nt	-5	4
TCR CD3 inh	4	5	-2	1	0	-3	nt	-4	1	2	5	-2	0	-1
LEDGF integ inh	-2	2	0	1	-1	-4	5	-2	0	-1	3	3	2	0
